M4 PAM – human M4 muscarinic receptor positive allosteric modulators, primary screen, CHO-K1 cells, Fluo-8 calcium fluorescence. actives 0.4% (n = 360,000). CHO-K1 hM4/Gqi5, ACh EC20; 0% = ACh EC20, 100% = maximal ACh. activation, % at 3 µM. Muscarinic acetylcholine receptor M4 (Homo sapiens), P08173;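 active = activation above its plate's cutoff, the mean activation of sample wells plus 3 SD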; also: some results filed as inactive read as strong as hits
CRFR2-BP antag – antagonists of CRF-BP/CRF-R2 complex, primary screen, cell-based, HEK293, calcium dye fluorescence, uHTS. AID 588475, 2011. actives 0.59% (n = 350,000). inhibition, % at 11.8 µM. CRF-induced calcium fluorescence;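 active = inhibition of the ligand-induced calcium signal above about 50% at the single tested concentration, limit read from the data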
CRFBP-R2 agonist – agonists of CRF-BP/CRF-R2 complex, primary screen, cell-based, HEK293, calcium dye fluorescence, uHTS; calcium dye fluorescence (FLIPR); percent of saturating CRF peptide response; activation, % at 13.2 µM; actives 0.46% (n = 350,000); AID 588473, 2011;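 active = activation of at least 50%, plus an integration ratio under a set limit after plate pattern correction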;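 also: plate controls were neutral control wells without compound for no effect and CRF at EC100 for full effect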
CHRM5 agonist – human M5 muscarinic receptor agonists, primary screen, CHO-K1 cells, Fluo-8 calcium fluorescence; activation, % at 3 µM; AID 624037, 2012; Muscarinic acetylcholine receptor M5 (Homo sapiens), P08912; CHO-K1 hM5 cells; 0% DMSO wells, 100% maximal acetylcholine response; actives 0.19% (n = 360,000);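 active = activation above the run's mean over test compounds plus 3 SD, cut at about 23% in these data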;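 also: signal is peak over basal fluorescence ratio across the kinetic read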
Target sequence (P08912 whole entry, looked up): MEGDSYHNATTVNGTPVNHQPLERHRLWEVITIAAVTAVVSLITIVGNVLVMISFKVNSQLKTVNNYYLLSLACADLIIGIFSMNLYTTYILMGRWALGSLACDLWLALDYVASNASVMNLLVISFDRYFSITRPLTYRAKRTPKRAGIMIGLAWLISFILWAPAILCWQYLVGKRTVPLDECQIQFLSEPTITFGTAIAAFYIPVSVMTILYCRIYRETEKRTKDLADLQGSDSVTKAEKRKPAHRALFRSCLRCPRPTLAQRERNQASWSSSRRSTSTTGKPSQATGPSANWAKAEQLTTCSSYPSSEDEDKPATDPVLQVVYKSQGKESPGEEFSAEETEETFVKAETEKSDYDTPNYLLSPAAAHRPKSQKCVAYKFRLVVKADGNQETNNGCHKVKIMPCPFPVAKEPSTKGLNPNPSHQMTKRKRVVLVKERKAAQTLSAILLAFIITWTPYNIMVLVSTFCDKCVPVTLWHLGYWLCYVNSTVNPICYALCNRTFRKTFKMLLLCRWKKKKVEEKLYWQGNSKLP
M1 PAM – human M1 muscarinic receptor positive allosteric modulators, primary screen, CHO-K1 cells, Fluo-8 calcium fluorescence, 1536-well; CHO-K1 hM1, ACh EC20; 0% = ACh EC20, 100% = maximal ACh; AID 588819, 2011; Muscarinic acetylcholine receptor M1 (Homo sapiens), P11229; activation, % at 3 µM; actives 0.088% (n = 360,000); in the data active = activation above about 19%, passing the limit was not always enough
Target sequence (P11229 whole entry, looked up): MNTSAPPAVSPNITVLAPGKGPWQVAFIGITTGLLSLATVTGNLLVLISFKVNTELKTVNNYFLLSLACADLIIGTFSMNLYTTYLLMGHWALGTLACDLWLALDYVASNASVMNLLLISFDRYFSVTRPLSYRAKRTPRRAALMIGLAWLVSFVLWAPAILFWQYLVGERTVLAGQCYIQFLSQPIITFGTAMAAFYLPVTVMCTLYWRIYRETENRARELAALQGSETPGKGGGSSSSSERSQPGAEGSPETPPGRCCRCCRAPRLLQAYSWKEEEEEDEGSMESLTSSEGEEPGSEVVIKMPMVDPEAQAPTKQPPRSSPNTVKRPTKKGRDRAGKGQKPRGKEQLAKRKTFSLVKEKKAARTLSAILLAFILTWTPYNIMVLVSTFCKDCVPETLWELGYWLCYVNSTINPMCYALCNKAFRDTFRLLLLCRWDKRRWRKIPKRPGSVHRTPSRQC
CHRM5 antagonist – human M5 muscarinic receptor antagonists, primary screen, CHO cells, Fluo-8 calcium fluorescence; actives 0.59% (n = 360,000); inhibition, % at 3 µM; CHO-hM5 cells, ACh EC80; Muscarinic acetylcholine receptor M5 (Homo sapiens), P08912; AID 624040, 2012;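 active = inhibition above a per-plate cutoff, the mean of that plate's test compounds plus 3 SD, cut at about 27% in these data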;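 also: 0% = acetylcholine EC80 with DMSO and 100% = DMSO without agonist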
CHRM5 PAM – human M5 muscarinic receptor positive allosteric modulators, primary screen, CHO-K1 cells, Fluo-8 calcium fluorescence; activation, % at 3 µM; CHO-K1 hM5, ACh EC20 PAM; 0% = ACh EC20, 100% = ACh EC100; AID 624038, 2012; actives 0.3% (n = 360,000);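 active = activation above the run cutoff, the mean activation of all test compounds plus 3 SD, cut at about 18% in these data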
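Test system: CHO-K1 hM5 cells / Doses: single-point, 3 µM nominal / Times: Post-acetylcholine fluorescence recording 140 s / Technique: Fluo-8 calcium fluorescence / Measure: Max/basal fluorescence ratio as % of EC20–EC100 ACh window / Benchmarks: low control EC20 acetylcholine (0%), high control EC100 acetylcholine (100%) / Replicates: one well per compound, no replicates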
M4 antag – human M4 muscarinic receptor antagonists, primary screen, CHO cells, Fluo-8 calcium fluorescence; CHO-hM4 cells, ACh EC80; Muscarinic acetylcholine receptor M4 (Homo sapiens), P08173; actives 0.73% (n = 360,000); inhibition, % at 3 µM;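 active = inhibition above its plate's cutoff, the mean inhibition of sample wells plus 3 SD, cut at about 27% in these data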;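 also: 0% = acetylcholine EC80 with DMSO and 100% = DMSO without agonist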
M4 ag – human M4 muscarinic receptor agonists, primary screen, CHO-K1 cells, Fluo-8 calcium fluorescence; Muscarinic acetylcholine receptor M4 (Homo sapiens), P08173; activation, % at 3 µM; CHO-K1 hM4/Gqi5; vehicle 0%, full acetylcholine response 100%; AID 624127, 2012; actives 0.14% (n = 360,000);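 active = activation above the run mean over all test wells plus 3 SD, cut at about 32% in these data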;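 also: peak over basal fluorescence ratio per well then scaled between controls; 0% = DMSO wells and 100% = acetylcholine at EC100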
Active calls of the source: *; x = not tested or not shown.

cpd	canonical_smiles	M4 PAM	CRFR2-BP antag	CRFBP-R2 agonist	CHRM5 agonist	M1 PAM
1	O=C(Nc1cc(Cl)ccc1Oc1ccccc1)C1=COCCO1	-6	9	-1.3	-8	0
2	CC(OC(=O)CN1C(=O)NC2(CCCC2)C1=O)C(=O)c1ccc(C(C)(C)C)cc1 (stereo not drawn)	-7	-7	-1.2	1	1
3	COc1ccc(N(C)S(=O)(=O)c2cccc(C(=O)OCC(=O)Nc3sc4c(c3C#N)CCCCC4)c2)cc1	4	12	0.6	2	0
4	O=C(CN1C(=O)NC2(CCCCCCC2)C1=O)N1CCOCC1	8	-6	0.8	0	3
5	O=C(CNC(=O)Cc1ccccc1)N=Nc1c(O)n(Cc2ccc3c(c2)OCO3)c2ccccc12	21*	10	2.8	-4	7
6	O=C1NC(=Nc2ccccc2Cl)S/C1=C\c1ccc(C(=O)O)cc1	3	2	0.3	0	15
7	COc1cc(OC)c(C(=O)Nc2cccnc2)cc1OC	4	-11	2.8	-6	11
8	Cc1ccccc1NC(=S)NCC1CCN(C(C)c2ccccc2)C1 (stereo not drawn)	-12	0	-1.9	-9	-10
9	COc1ccc(Cl)cc1C(=O)NNC(=O)CNC(=O)c1ccco1	9	4	-0.4	-1	11
10	CN(C)/C=C\C(=C/C(=O)C(F)(F)F)Nc1ccccc1Oc1ccccc1	2	41	-1.2	-5	12

cpd	CHRM5 antagonist	CHRM5 PAM	M4 antag	M4 ag
1	11	-15	-19	-1
2	7	-6	6	13
3	4	1	-6	2
4	3	0	-3	0
5	-4	11	-18	1
6	-4	2	10	0
7	8	-4	-1	1
8	8	-7	18	0
9	9	4	-1	2
10	15	-8	-1	1

Laid out differently: 2 of the compounds above.
[1] O=C(Nc1cc(Cl)ccc1Oc1ccccc1)C1=COCCO1
  M4 PAM = -6; CRFR2-BP antag = 9; CRFBP-R2 agonist = -1.3; CHRM5 agonist = -8; M1 PAM = 0; CHRM5 antagonist = 11; CHRM5 PAM = -15; M4 antag = -19; M4 ag = -1

[7] COc1cc(OC)c(C(=O)Nc2cccnc2)cc1OC
  M4 PAM = 4; CRFR2-BP antag = -11; CRFBP-R2 agonist = 2.8; CHRM5 agonist = -6; M1 PAM = 11; CHRM5 antagonist = 8; CHRM5 PAM = -4; M4 antag = -1; M4 ag = 1

(further entries)
cpd	canonical_smiles	M4 PAM	CRFR2-BP antag	CRFBP-R2 agonist	CHRM5 agonist	M1 PAM
11	O=C(C[n+]1cc(-c2ccc(F)cc2)n2c1CCC2)c1cccs1	-8	-13	-1.3	-11	2
12	CC(C)Oc1ccc(F)cc1-c1cc(C(=O)NCc2ccc(F)cc2)[nH]n1	-9	x	x	-1	-13
13	O=C(NCCC1CCCCN1S(=O)(=O)c1ccc(Cl)cc1)C(=O)NCCN1CCOCC1 (stereo not drawn)	-2	-6	0.3	-7	4
14	Cn1c(C(=O)O)c(CC(=O)Nc2ccccc2F)c2ccccc21	0	5	-1.9	-4	6
15	O=C(Nc1cccnc1)c1cc(-c2ccc(Cl)c(Cl)c2)on1	-2	1	-0.1	1	-1
16	OCCN1CCN(C2Cc3cc(Cl)ccc3Sc3ccc(Cl)cc32)CC1 (stereo not drawn) (tested in a mixture with another compound)	-17	-33	2.9	-9	-16
17	CCc1c(C(=O)NNC(=S)NCCc2ccccc2)csc1C	8	-24	7.1	1	6
18	COc1ccc(NS(=O)(=O)c2cc(C(=O)Nc3ccccc3C(=O)O)ccc2C)cc1	10	11	-0.2	7	23
19	O=C(NCc1ccc(F)cc1)c1nc(-c2cccs2)no1	2	21	0.5	-4	9
20	O=C(CS(=O)c1ccc(C(F)(F)F)cc1[N+](=O)[O-])Oc1ccccc1 (stereo not drawn)	14	-18	-0.9	-4	11

cpd	CHRM5 antagonist	CHRM5 PAM	M4 antag	M4 ag
11	6	-2	-2	8
12	8	-8	5	8
13	-1	-3	-15	2
14	3	5	-5	-1
15	-3	3	-2	2
16	8	-11	21	13
17	7	-3	-3	3
18	-3	4	-17	-1
19	-7	4	-12	4
20	4	1	-4	3

(further entries)
cpd	canonical_smiles	M4 PAM	CRFR2-BP antag	CRFBP-R2 agonist	CHRM5 agonist	M1 PAM
21	CC(=O)Nc1ccc(S(=O)(=O)C(C#N)c2nc3ccccc3nc2NCCN2CCOCC2)cc1 (stereo not drawn)	4	-25	-1.1	-2	8
22	Cc1c(C(=O)Nc2cccc(Cl)c2)oc2ccc(S(=O)(=O)N3CCC4(CC3)OCCO4)cc12	10	0	1.1	2	4
23	Cc1ccc(N(C(=O)C2CCCC2)C2C=CS(=O)(=O)C2)cc1C (stereo not drawn)	-12	10	-0.7	0	0
24	O=C(Nc1ncc([N+](=O)[O-])s1)C1CC(=O)N(c2ccc(F)cc2)C1 (stereo not drawn)	-4	16	-1.4	1	3
25	COC(=O)CC(c1ccc(F)cc1)n1c(C)ccc1C (stereo not drawn)	-3	8	1.3	0	3
26	O=C(CNC(=O)OCc1ccccc1)NC1CCCCCCC1	-9	-12	-0.4	-2	8
27	Cc1nc(NC(=O)CSc2nc3cccnc3n2C2CCCCC2)sc1C	5	10	-0.1	-4	-3
28	S=C(NCCCc1ccccc1)NCc1ccccc1	7	28	-1.4	-5	-7
29	COc1ccc(C2NC(=O)CS2)cc1OC (stereo not drawn)	8	15	0.0	-3	11
30	CC(=C\C(=O)O)/C(=C\c1cccc2ccccc12)C(=O)O	5	9	-0.2	-3	1

cpd	CHRM5 antagonist	CHRM5 PAM	M4 antag	M4 ag
21	5	5	7	0
22	-4	-1	1	3
23	3	-1	10	0
24	13	-10	-15	10
25	0	1	5	1
26	-10	0	-13	1
27	6	7	-3	0
28	-8	11	-8	5
29	9	3	-1	0
30	-8	3	8	1

Remaining list, next part:
cpd	canonical_smiles	M4 PAM	CRFR2-BP antag	CRFBP-R2 agonist	CHRM5 agonist	M1 PAM
31	COC(=O)C1=C(CSc2nncn2C)NC(=O)NC1c1cc(C)ccc1C (stereo not drawn)	-1	20	-1.5	-5	0
32	O=C(N/N=C/c1ccc(Br)cc1)c1ccccc1-n1cccc1	1	-4	0.8	-2	1
33	CCOC(=O)CNC(=O)CSc1nnc(NC(=O)c2ccc3c(c2)OCO3)s1	4	-2	-0.4	-2	8
34	CC(C)(C)Cc1c(C2CCCCC2)nc2ccc(Cl)cn12	-3	x	x	-1	-9
35	COC(=O)c1nnc(-c2ccccc2)c(-c2ccccc2)n1	5	-10	0.3	-1	11
36	COc1cccc(CC(=O)OCC(=O)N(C)CC(=O)Nc2ccc(F)cc2)c1	13	-7	0.9	2	10
37	CN(C(=O)c1ccccc1)c1nc2ccccc2s1	4	6	-2.2	0	1
38	COc1ccccc1N1CCN(C2CC(=O)N(c3cccc(Cl)c3)C2=O)CC1 (stereo not drawn)	0	-10	-1.5	-1	18
39	CCOC(=O)c1ccc(NC(=S)N(CCCN2CCCC(C)C2)Cc2cccs2)cc1 (stereo not drawn)	-13	-20	0.8	-8	-6
40	CC(=O)Nc1ccc(C=NNc2ccc(S(=O)(=O)Nc3ccccc3C(=O)O)cc2[N+](=O)[O-])cc1	4	5	0.4	2	13

cpd	CHRM5 antagonist	CHRM5 PAM	M4 antag	M4 ag
31	4	-2	0	1
32	-3	3	5	-2
33	11	0	3	0
34	1	2	-5	1
35	10	-1	5	0
36	-1	4	-3	2
37	7	-6	-2	1
38	-2	-1	-12	3
39	6	2	8	4
40	11	-8	-10	0

(cont.)
cpd	canonical_smiles	M4 PAM	CRFR2-BP antag	CRFBP-R2 agonist	CHRM5 agonist	M1 PAM
41	O=C(O)c1cc(Sc2ccc(Br)cc2)nc2ccccc12	2	15	0.4	-3	-4
42	CCCNCC(=O)Nc1cccc(S(=O)(=O)NC2=NCCCCC2)c1	1	-4	0.9	0	11
43	CCN(/C(N)=N/c1nc(C)cc(C)n1)c1ccccc1	-4	-5	-0.1	-1	-1
44	CCOC(=O)[C@H]1[C@H]2COc3ccc(Br)cc3[C@@H]2N2C(=O)c3ccc(F)cc3NC(=O)[C@@]12C	-2	2	0.1	-5	3
45	COc1ccc(OC)c(S(=O)(=O)N2CCC(C(=O)NCCc3ccc(OC)c(OC)c3)CC2)c1	0	-15	-0.7	-1	-1
46	COc1cc(OC)cc(N(C(=O)CNC(=O)c2ccco2)C(C(=O)NCC2CCCO2)c2ccccc2)c1 (stereo not drawn)	-14	-11	0.1	3	-8
47	CN1C(=O)/C(=C/c2ccc(OCc3ccccc3F)cc2)N(C)C1=S	3	-2	3.8	2	2
48	CCc1cc2c(COC(=O)c3cccc(S(C)(=O)=O)c3)cc(=O)oc2cc1O	-5	6	-1.1	2	-6
49	NNC(=O)c1cccn(Cc2cccc(C(F)(F)F)c2)c1=O	-8	6	3.2	2	16
50	CCN1C(=S)N[C@@H](c2cccc(F)c2)C(C(=O)OC)=C1C	-2	1	-0.2	-8	3

cpd	CHRM5 antagonist	CHRM5 PAM	M4 antag	M4 ag
41	-5	-10	-6	1
42	18	1	3	1
43	1	0	-4	0
44	0	-3	-1	2
45	-5	-15	8	4
46	19	-10	10	21
47	2	-1	2	1
48	14	-9	1	14
49	23	-9	0	2
50	5	-4	5	0

New compounds follow:
cpd	canonical_smiles	M4 PAM	CRFR2-BP antag	CRFBP-R2 agonist	CHRM5 agonist	M1 PAM
51	CN(C(=O)CN1C(=O)NC(C)(CCc2ccccc2)C1=O)c1ccccc1 (stereo not drawn)	6	-1	-0.6	3	10
52	COc1cc(CCCN2C(=S)NC[C@@H]2Cc2ccccc2)cc(OC)c1OC	4	2	-1.1	1	4
53	CCc1ccc(/C=C(\C)C(=O)c2c(C)cc(C)[nH]c2=O)cc1	3	4	1.0	-1	8
54	O=C(c1nnsc1S(=O)(=O)c1ccc(Cl)cc1)N1CCOCC1	0	12	-3.4	-2	5
55	CC(=O)OCCCNc1cc(SCc2ccco2)c2nonc2c1[N+](=O)[O-]	5	4	-2.1	3	2
56	COc1ccc(-c2nnc(SCC(=O)N3CCCC(C)C3)o2)c(OC)c1 (stereo not drawn)	2	0	-1.2	1	5

cpd	CHRM5 antagonist	CHRM5 PAM	M4 antag	M4 ag
51	1	6	-9	2
52	12	-2	4	1
53	0	1	8	0
54	8	-3	6	1
55	10	-3	5	2
56	-7	-1	4	3

In the list so far, 2 contain an NH in an aromatic ring:
cpd	canonical_smiles	M4 PAM	CRFR2-BP antag	CRFBP-R2 agonist	CHRM5 agonist	M1 PAM
12	CC(C)Oc1ccc(F)cc1-c1cc(C(=O)NCc2ccc(F)cc2)[nH]n1	-9	x	x	-1	-13
53	CCc1ccc(/C=C(\C)C(=O)c2c(C)cc(C)[nH]c2=O)cc1	3	4	1.0	-1	8

cpd	CHRM5 antagonist	CHRM5 PAM	M4 antag	M4 ag
12	8	-8	5	8
53	0	1	8	0

Screening data from PubChem BioAssay.
